L929 necroptosis: blocks zVAD induced death of L929 cells. L929 zVAD necroptosis rescue, ATP luminescence, 24 h; with zVAD 60 µM. 220,000 tested, 0.38% active. AID 1377. viability rescue, % at 10 µM;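 active = activation, scaled between plate controls, above about 75%, limit read from the data; inactive = activation under that limit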;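 also: 0% = zVAD with DMSO and 100% = DMSO alone without zVAD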
Rad51 HR inh: blocks human Rad51 in homologous recombination | Q06609 | AID 1385 | inhibition, % at 10 µM | hRad51 DNA strand exchange, fluorescence dequenching | 200,000 tested, 0.085% active;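 active = inhibition above 40% at the single screening dose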;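 also: 0% = DMSO control wells and 100% = blanks with heterologous ssDNA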
Target sequence (Q06609 whole entry, looked up): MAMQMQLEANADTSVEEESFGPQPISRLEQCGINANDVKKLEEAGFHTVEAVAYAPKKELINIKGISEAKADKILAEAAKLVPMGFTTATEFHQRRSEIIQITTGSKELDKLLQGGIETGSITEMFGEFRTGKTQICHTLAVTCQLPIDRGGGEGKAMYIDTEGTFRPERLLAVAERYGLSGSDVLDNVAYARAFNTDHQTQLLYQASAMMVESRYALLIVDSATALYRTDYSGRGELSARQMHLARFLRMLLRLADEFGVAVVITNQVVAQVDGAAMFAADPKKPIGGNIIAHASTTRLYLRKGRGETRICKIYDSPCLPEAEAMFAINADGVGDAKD
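Material: human Rad51–ssDNA filaments; Probe or stimulus: labelled 47-mer dsDNA for strand exchange; Doses: single 10 µM dose; Incubation: 37 °C 15-min filament assembly, 30-min compound preincubation, 15-min exchange; Technique: FRET fluorescence dequenching, excitation 485 nm, emission 520 nm; Measure: Fluorescence-based percent inhibition, control- and blank-normalised; Benchmarks: plate control and blank wells.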
eIF4E-4G inh: inhibitors of eIF4E and eIF4G interaction in translation initiation. 220,000 tested, 0.37% active. P63073+Q04637. inhibition, % at 21.7 µM. TR-FRET eIF4E-eIF4GI(517-606) binding, 2 h;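 active = inhibition above about 30%, limit read from the data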;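 also: 0% = full FRET control wells and 100% = background wells lacking eIF4GI fragment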
Calpain2 inh: inhibitors of pig calpain II; purified calpain II, fluorogenic peptide substrate, 30 min; inhibition, % at 16 µM; 220,000 tested, 0.37% active;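 active = inhibition above about 50%, limit read from the data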
Hck Nef HTS: blocks Nef-activated human Hck kinase | P08631 | Recombinant Hck-YEEI plus Nef, Z-Lyte FRET kinase assay | inhibition, % at 20 µM | 220,000 tested, 0.68% active;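 active = Hck-Nef kinase inhibition above about 50%, limit read from the data; inactive = inhibition below that limit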;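 also: 0% = DMSO with Hck plus Nef and 100% = Hck alone without Nef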
EP2 mod: modulates human prostaglandin E2 receptor EP2 signaling; P43116; EP2-expressing cells, cAMP HTRF FRET, PGE2 co-stimulation; induction, % at 25 µM; 260,000 tested, 0.83% active; AID 940;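 active = compounds whose cAMP rise, as percent of the full-agonist control response, exceeds 60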;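 also: rat C6 glioma line stably carrying human EP2 under a CMV promoter; the protocol text gives 20 µM as final concentration; 100% = response of wells given 1 µM PGE2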
Target sequence (P43116 whole entry, looked up): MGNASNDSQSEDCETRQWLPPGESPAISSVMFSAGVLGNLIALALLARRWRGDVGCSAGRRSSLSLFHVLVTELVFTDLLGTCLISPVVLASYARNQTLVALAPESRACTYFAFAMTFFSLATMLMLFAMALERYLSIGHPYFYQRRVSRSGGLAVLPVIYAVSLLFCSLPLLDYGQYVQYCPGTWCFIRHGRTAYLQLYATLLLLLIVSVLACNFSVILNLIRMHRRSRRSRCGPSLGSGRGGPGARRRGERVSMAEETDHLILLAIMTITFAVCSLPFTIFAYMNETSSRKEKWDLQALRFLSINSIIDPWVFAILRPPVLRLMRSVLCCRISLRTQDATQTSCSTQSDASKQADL
PGE2 EP2 inh: blocks the human prostaglandin E2 receptor EP2. P43116. C6 glioma cells expressing human EP2, cAMP TR-FRET; cells stimulated with saturating PGE2. inhibition, % at 25 µM. 260,000 tested, 0.52% active;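 active = percent inhibition above 40 after rounding to a whole number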;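 also: rat C6 glioma host cells with rolipram phosphodiesterase inhibitor present; the protocol text gives 20 µM as final concentration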
14-3-3 Bad PPI: disrupts binding of bovine 14-3-3 zeta to phospho-Bad peptide. TR-FRET 14-3-3zeta/Dy647-pBad peptide displacement, 1 h. inhibition, % at 21.7 µM. 220,000 tested, 0.71% active. AID 781;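 active = inhibition above about 70%, limit read from the data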;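 also: 0% = full 14-3-3 plus peptide FRET controls and 100% = background without 14-3-3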
Target sequence (P63103 whole entry, looked up): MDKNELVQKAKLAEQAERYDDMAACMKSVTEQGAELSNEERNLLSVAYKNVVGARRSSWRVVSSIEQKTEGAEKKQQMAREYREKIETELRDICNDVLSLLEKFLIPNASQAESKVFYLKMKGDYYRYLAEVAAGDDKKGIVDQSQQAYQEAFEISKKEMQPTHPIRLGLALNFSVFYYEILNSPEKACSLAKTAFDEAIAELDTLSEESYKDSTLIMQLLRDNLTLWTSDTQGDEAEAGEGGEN
Tb hexokinase: T. brucei hexokinase 1 inhibition; recombinant TbHK1, G6PDH-coupled NADH A340; inhibition, % at 10 µM; 220,000 tested, 0.11% active;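 active = inhibition of 50% or more in the single-dose primary screen; inactive = inhibition below 50%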
The depositor's hits bear a star; i = inactive; . = no result given; & = joins results of further samples; [ ] = remark or other dose. This is a subset. The share of hits here may be higher or lower than overall.

Structure,L929 necroptosis,Rad51 HR inh,eIF4E-4G inh,Calpain2 inh,Hck Nef HTS,EP2 mod,PGE2 EP2 inh,14-3-3 Bad PPI,Tb hexokinase
CN1CCC(N(C)c2ncnc3ccc(Br)cc23)CC1,0.0,1,-5,-4,7,9,15,1,-9
COCc1cc(C2SCC(=O)Nc3c2c(=O)[nH]n3C(C)C)ccc1OC (stereo not drawn),0.3,-2,-5,18,1,8,8,4,0
Cc1c(C(=O)N2CCC3(CC2)OCCO3)oc2ccc(S(=O)(=O)N3CCCCC3)cc12,.,.,-1,21,17,8,6,3,2
COc1cccc(-n2c(C)nc3ccccc3c2=O)c1,0.9,3,-5,-13,6,11,15,-16,2
O=C(COc1ccc(Cl)cc1)N1CCN(C/C=C/c2ccccc2)CC1,0.4,-7,-1,-9,2,0,11,3,-10
Cc1cc(=O)[nH]c(SCc2nc3ccccc3c(=O)n2-c2ccccc2C)n1,0.3,-2,1,-10,19,15,7,-5,-4
O=c1c2ccccc2nc(-c2ccccc2)n1-c1cccc(O)c1,1.6,-5,1,21,24,-23,6,-12,2
C[C@H]1CC[C@@]2(C)[C@@H](CC[C@@H]3[C@@H]2CC[C@]2(C)[C@@H](O)CC[C@@H]32)C1,-0.5,13,3,-7,25,36,4,15,-14
CC(C)(C)c1cc([N+](=O)[O-])cc(C(C)(C)C)c1O,-0.4,4,1,-4,20,-12,7,-7,-3
Nc1ccccc1C(=O)c1ccccc1,0.3,-9,2,3,0,18,16,0,-6
C=CCN1C(=O)NC(=O)/C(=C/c2cccn2C)C1=O,-0.1,0,13,17,1,-25,11,-6,-4
O=C(O)CCn1cc(C=C2C(=O)NC(=O)NC2=O)c(-c2cc3ccccc3oc2=O)n1,1.4,-4,7,-5,47,-3,2,-5,-17
O=C(Cc1ccccc1)N1CCN(Cc2cccc(Br)c2)CC1,0.4,.,2,5,19,1,2,31,-7
O=C(C(Cc1ccccc1)NS(=O)(=O)c1cccc2nsnc12)N1CCC2(CC1)OCCO2 (stereo not drawn),-0.2,0,-3[fluorescence artefact?],5,3,7,7,-2,1
CCCc1c(C)nc(SCC(=O)C(C)(C)C)nc1OC(=O)N(C)C,-0.1,8,1,10,-7,-7,13,-9,-7
O=C(Cn1c(=O)c(C(F)(F)F)nc2ccccc21)N1CCC2(CC1)OCCO2,-0.4,3,10,-32,2,14,4,16,-10
O=c1[nH]c(O)c(N=Nc2ccc(SC(F)F)cc2)c(=O)[nH]1,0.0,-9,8,23,-4,-6,13,9,-11
CN1CCc2c(c(N3CCCCC3)nc3n[nH]c(N)c23)C1,0.5,-2,-3,-8,-1,4,3,-3,-19
CCOc1ccc(C2CC(c3c(O)n(C)c(=O)n(C)c3=O)=NN2)cc1 (stereo not drawn),0.3,14,-1,-23,3,-17,7,-12,-5
C#CCOc1cc(C2C3=C(COC3=O)Nc3cc4c(cc32)OCO4)ccc1OC (stereo not drawn),-1.0,1,-1,-135,-20,1,18,3,0
N#CC(C#N)=NNc1ccc(-n2ccc(C(F)(F)F)n2)cc1,0.9,.,3,42,18,-61,9,-2,-33
CC(C)Oc1cc(-n2c(=S)[nH]c3ccccc3c2=O)c(Cl)cc1Cl,-0.3,4,9[fluorescence artefact?],63*,1,-26,16,-3[fluorescence artefact?],-3
O=[N+]([O-])c1ccc(N2CCNCC2)cc1NC1CC1,0.3,.,1,2,4,6,.,9,-1
COc1cc(OC)cc(C(=O)Nc2ccc(Br)cc2C(=O)c2ccccc2)c1,0.6,0,-4[fluorescence artefact?],17,0,23,10,4,-1
CCCC(C)(COC(N)=O)COC(=O)NC(C)C (stereo not drawn),4.1,-1,-3,6,-4,24&-10&-4,12&11&8,-1,2
O=[N+]([O-])c1ccc(NCCO)c2ncccc12,.,27,3,32,16,16,9,-5,-6
O=c1c2ccccc2nc(CNCc2ccco2)n1-c1ccc(F)cc1,0.3,2,11,-18,6,26,2,4,1
N#CC(C#N)=Cc1ccc(-c2ccccc2F)o1,0.6,-161,-5,-12,5,-36,11,-9[fluorescence artefact?],-5
c1ccc(-c2cc(-c3ccccc3)[n+](-c3ccccc3)c(-c3ccccc3)c2)cc1,10.0,15,-5,11,3,-78,64*,3,-20
COc1ccc(N2C(=O)/C(=C/c3cc(C)n(-c4ccc(C)cn4)c3C)C(=O)NC2=S)c(OC)c1,0.5,-4,4,4,31,-72,11,9,-17

One compound at a time, from the list above:
Nc1ccccc1C(=O)c1ccccc1 is listed as L929 necroptosis: 0.3; Rad51 HR inh: -9; eIF4E-4G inh: 2; Calpain2 inh: 3; Hck Nef HTS: 0; EP2 mod: 18; PGE2 EP2 inh: 16; 14-3-3 Bad PPI: 0; Tb hexokinase: -6
CCCc1c(C)nc(SCC(=O)C(C)(C)C)nc1OC(=O)N(C)C is listed as L929 necroptosis: -0.1; Rad51 HR inh: 8; eIF4E-4G inh: 1; Calpain2 inh: 10; Hck Nef HTS: -7; EP2 mod: -7; PGE2 EP2 inh: 13; 14-3-3 Bad PPI: -9; Tb hexokinase: -7

Additional compounds follow:
Structure,L929 necroptosis,Rad51 HR inh,eIF4E-4G inh,Calpain2 inh,Hck Nef HTS,EP2 mod,PGE2 EP2 inh,14-3-3 Bad PPI,Tb hexokinase
Cc1ccc(C2N(c3cc(C)on3)C(=O)C3CCCN32)cc1 (stereo not drawn),0.8,5,-3,24,0,12,2,-5,3
CNC(=O)ON(C(=O)NC)C1N(C)C(=S)SC1(C)C (stereo not drawn),-0.2,-2,8,6,2,11,4,-12[fluorescence artefact?],0
CCOc1cccc(=NC2CCCCC2)c2c(C)[nH]c(C)c12,6.6,-11,7,24,16,-46,17,-2,-33
CCC(=O)OC1(c2ccccc2)CCN(C)CC1C (stereo not drawn),0.2,10,0,-22,2,-1,2,-19,0
CC(=O)OC1(c2ccccc2)CC(C(C)(C)C)CN(C(C)(C)C)C1 (stereo not drawn),0.6,.,1,8,5,37,13,25,1
Clc1cccc(N2CCNCC2)n1,0.5,37,0,3,-2,-15,12,-10,-3
O=C(CN1CCCCC1)c1ccccc1Cl,0.3,2,3,1,5,32,8,-12[fluorescence artefact?],29
Cc1ccc(NP(=O)(Oc2ccccc2F)Oc2ccccc2F)cc1,1.9,.,2,21,0,44,7,-8,4
O=[N+]([O-])c1cc(F)c(N2CCCCCC2)cc1N1CCNCC1,5.2,-4,1,13,12,-46,12,-1,-4
O=C1CN=C(c2ccc(F)cc2)c2oc3ccccc3c2N1,0.8,3,-8,-24,2,-12,11,-1,-3
CC(C)N1CCN(Cc2cccc3c2OCO3)CC1CCO (stereo not drawn),-0.9,.,0,11,1,6,9,-2,-8
CCc1ccc(CN2CCN(Cc3cc(Br)ccc3O)CC2)cc1,0.9,-67,2,-2,31,32,4,24,8
O=C1C2CCN(CC2)C1Cc1ccccc1O (stereo not drawn),-0.1,6,-5,13,0,-3,0,-16,-4
CC1=CC(=C2C(=O)NC(=S)NC2=O)C=C(C(F)(F)F)N1C,-0.7,3,0,-47,-5,13,8,-5,-12
CCc1nnc(NS(=O)(=O)c2ccc(N=Cc3c(O)n(-c4ccc(Cl)cc4)c(=O)[nH]c3=O)cc2)s1,0.3,-8,2,-31,56*,31,4,-18,-9
O=C1CC(=O)N(c2ccc3c(c2)OCO3)C(=O)N1,0.3,-9,3[fluorescence artefact?],-20,3,11,14,0[fluorescence artefact?],0
CN=C(SCc1ccccc1)c1c(O)n(C)c(=O)n(C)c1=O,0.5,-3,.,.,2,.,3,.,-15
Cc1c(N=Cc2c(O)n(C)c(=O)[nH]c2=O)c(=O)n(-c2ccccc2)n1C,0.7,11,2,5,5,8,15,-5,-77
Cc1cc(/C=C2\C(=O)NC(=S)N(C)C2=O)c(C)n1C1CCCCC1,0.1,-64,-3[fluorescence artefact?],1,2,-2,9,-6[fluorescence artefact?],-7
COc1ccc(C(=O)C2CCCN(Cc3ccc(C)s3)C2)c(OC)c1 (stereo not drawn),-0.4,1,1,-12,20,-63,5,-4,1
Nc1nnc(CCN2CCCCC2)s1,-0.1,-4,1,-25,-1,30,7,3,-4
CCOC(=O)c1c(/N=C/c2c(O)n(-c3cccc(C)c3)c(=O)[nH]c2=O)sc2c1CCCC2,-0.1,-12,19,-97,2,32,1,7[fluorescence artefact?],4
O=P(O)(O)COc1ccccc1O,-0.1,10,7,-4,11,0,0,7,73*
O=C(NC(=C(Cl)Cl)P(=O)(c1ccccc1)c1ccccc1)c1ccccc1,0.1,-3,1,14,2,16,3,-14,10
COc1ccc(CN2CCN(c3ccccc3)CC2)c(C)c1C,-0.1,1,-3[fluorescence artefact?],-30,2,-3,3,66,1
Cc1c(C=O)c2ccccc2n1Cc1ccc([N+](=O)[O-])cc1,0.2,4,1,-6,-2,0,6,-10,-11
CCC(=NCCCn1ccnc1)c1c(O)n(-c2ccccc2)c(=O)[nH]c1=O,1.1,17,-1,-11,1,3,10,-3,-2
CCCCn1c(O)c(C(C)=NCc2ccco2)c(=O)[nH]c1=O,-0.4,.,1,8,-11,0,4,0,-3
CC1CN=C(NCCc2ccccc2)S1 (stereo not drawn),-0.3,25,5,0,0,-12,5,-8,-1
CC(=NC(C)c1ccccc1)c1c(O)[nH]c(=O)[nH]c1=O (stereo not drawn),-0.1,.,2,9,2,13,6,14,-1
CN1CCN(c2ccc(C(N)=O)cc2N)CC1,-0.1,.,0,-488,0,7,.,-10[fluorescence artefact?],-2
CCOC(=O)N(c1ccccc1)P1(=S)OCCO1,-0.1,3,6[fluorescence artefact?],18,1,24,13,-4,14
C=COCCn1c(C)c(C(C)=O)c2cc(O)ccc21,4.5,-4,1,-42,20,-36&2,9&10,-5,-7
O=C1NC(=S)NC(=O)C1C1CCCCC1,0.6,36,-8,-12,-6,34,5,3,-9
CCOC(=O)C1SC2(C(F)(F)F)CC1(O)c1c(C)cc(C)nc1O2 (stereo not drawn),-0.5,1,0[fluorescence artefact?],-33,-9,-3,10,6[fluorescence artefact?],4
CC(NC(=O)Cc1cccc2ccccc12)C(=O)N1CCC(=O)CC1 (stereo not drawn),1.4,-1,0,-49,4,21,11,-5,3
COP(=O)(OC)C(Nc1ccccn1)c1ccccc1 (stereo not drawn),-0.8,.,4[fluorescence artefact?],14,4,3,7,7,24
O=C(CN1CCCCC1)c1ccc(F)cc1,-0.3,-9,-2,-15,12,-1,5,5,-8
Cc1ccc2c(c1)CC1(CN2C)C(=O)NC(=O)N(c2cc(C)ccc2C)C1=O (stereo not drawn),0.2,2,4,-12,-1,24,10,-16,-5
CC(C)c1ccc(O)c(CN2CCN(c3ccccc3)CC2)c1,0.5,6,3,0,1,25,2,-8,7
OCC1(CO)COC(c2cccnc2)N1 (stereo not drawn),-0.1,-8,1[fluorescence artefact?],-15,4,22,1,-5,31
CCCOP(=O)(O)c1c([N+](=O)[O-])cc(C(F)(F)F)cc1[N+](=O)[O-] (tested in a mixture with another compound),1.5,-2,0,-22,0,19,12,11[fluorescence artefact?],1
CC1N(O)C2CCCCCC2N1O (stereo not drawn),0.1,6,-3[fluorescence artefact?],-26,0,3,22,-15,2
O=c1cc(C(F)(F)F)c2cc3c4c(c2o1)CCCN4CCC3,0.4,i,-1[fluorescence artefact?],-74,-25,52,15,-3,-3
